Source: PubChem (several laboratories)
MOR-DOR inv ag = inverse agonist of human OPRM1-OPRD1 heterodimerization. inhibition, % at 9.3 µM. 340,000 tested, 0.21% active. AID 504357. cell-based MOR-DOR heterodimer luminescence, inverse agonism. P35372+P41143; in the data active = inhibition above about 22%, passing the limit was not always enough;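 also: 0% = cells with DMSO and 100% = wells without cells with DMSO; values of inactives mirror those of a sister screen read the other way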
V-ATPase pH = regulators of yeast V-ATPase proton transport. 350,000 tested, 0.37% active. response, % at 10 µM. S. cerevisiae, pHLuorin cytosolic pH fluorescence. AID 504577; in the data active = response mostly above about 7.3%, no sharp cut-off; inactive = mostly below about 5.4%; also: actives read high; inactives centre near 0; some compounds called inactive have numbers as strong as hits; reference of the scale not given here
C-LANA FP = inhibitors of KSHV LANA C-terminal domain DNA binding; MBP-C-LANA/FAM-LBS DNA binding, fluorescence polarization; inhibition, % at 9 µM; 340,000 tested, 0.078% active; AID 504423;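 active = highest replicate inhibition at or above 60% at 9 µM, even if other replicates fall short; inactive = all replicates below 60% inhibition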;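 also: 0% = neutral control wells and 100% = 4 µM acridine orange control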
Keap1 Nrf2 FP = disrupts human Keap1 binding to Nrf2 peptide. Q14145. Keap1 Kelch-Nrf2 peptide fluorescence polarization, 1536-well. inhibition, % at 9.4 µM. 340,000 tested, 0.15% active. AID 504523; in the data active = inhibition above about 12%; inconclusive = no clear call, values can overlap the other calls; inactive = below about 7.3%;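 also: human Keap1 Kelch domain with fluorescein labeled Nrf2 9mer peptide probe; 0% = neutral control wells and 100% = peptide positive control; higher means more block of Keap1 binding to Nrf2 peptide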
Target sequence (Q14145 whole entry, looked up, the tested form may be a part): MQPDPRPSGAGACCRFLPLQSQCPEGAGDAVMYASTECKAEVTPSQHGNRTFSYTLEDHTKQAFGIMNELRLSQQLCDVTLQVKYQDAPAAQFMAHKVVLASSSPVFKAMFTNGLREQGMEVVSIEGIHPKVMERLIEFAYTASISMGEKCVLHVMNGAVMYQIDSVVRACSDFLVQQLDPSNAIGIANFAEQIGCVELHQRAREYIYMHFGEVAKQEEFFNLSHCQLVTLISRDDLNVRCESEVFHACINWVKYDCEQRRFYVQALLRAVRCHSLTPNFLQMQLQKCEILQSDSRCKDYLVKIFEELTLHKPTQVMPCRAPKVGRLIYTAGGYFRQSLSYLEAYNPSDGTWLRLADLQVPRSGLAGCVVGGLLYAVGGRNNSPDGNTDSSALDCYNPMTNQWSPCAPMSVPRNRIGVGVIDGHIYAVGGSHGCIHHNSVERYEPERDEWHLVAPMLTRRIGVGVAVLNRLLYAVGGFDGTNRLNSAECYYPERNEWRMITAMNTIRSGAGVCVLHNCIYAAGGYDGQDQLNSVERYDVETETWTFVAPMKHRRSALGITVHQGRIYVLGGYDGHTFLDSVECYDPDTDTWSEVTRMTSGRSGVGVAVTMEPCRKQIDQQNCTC
Pemphigus Ab inh = inhibitors of pemphigus antibody binding to human desmoglein-3; P32926; DSG3-coupled beads, scFv-anti-DSG3-GFP binding, flow cytometry; stronger effect = lower value; binding (percent of control), % at 10 µM; 310,000 tested, 0.48% active;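 active = binding more than 3 SD below its plate's average and above zero; inconclusive = below that plate limit but binding exactly zero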;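 also: hits lower antibody fragment binding to DSG3; some compounds called inactive have numbers as strong as hits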
Wnt act = activators of Wnt/beta-catenin signaling. 300,000 tested, 1.2% active. Wnt/beta-catenin reporter cell assay, activator, plate reader. AID 743398. activation, % at 9.35 µM; in the data active = activation above about 30%, passing the limit was not always enough; inconclusive = no clear call, values can overlap the other calls;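 also: 0% = neutral control wells and 100% = positive control wells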
Cardiac RTF inh = cardiac RTF calcium desensitization | P19429+P45379 | IANBD-labeled cardiac RTF, Ca2+ fluorescence | inhibition, % at 7.15 µM | 340,000 tested, 0.12% active;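 active = inhibition above the mean inhibition of all tested compounds plus 3 SD, cut at about 17% in these data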;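 also: assay run at fixed EC70 calcium of 1.6 mM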
Arrestin-AP2 inh = blocks beta-arrestin peptide binding to AP2 adaptin; FITC-arrestin peptide / GST-AP2 beads, flow cytometry; AP2 beta2 appendage carries R879A mutation; 340,000 tested, 0.31% active; inhibition, % at 10 µM; AID 504490;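 active = inhibition above a set limit, near 3 SD of compounds lacking own fluorescence, cut at about 54% in these data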;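 also: plate controls were DMSO wells for no effect and 5 µM unlabelled arrestin peptide for full effect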
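System: GST-AP2 R879A glutathione beads. Medium: PBS with 0.05% Tween 20 and 0.1% BSA. Also added: FITC-arrestin peptide, 50 nM. Incubation: 12 min plus 1 h, RT. Measured by: high-throughput flow cytometry of beads, ex 488, em 535 nm. Evaluation: percent drop in bead-associated FITC signal.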
cardiac RTF act = increases calcium sensitivity of human cardiac regulated thin filaments; IANBD-labeled TnC RTF fluorescence at EC20 calcium; 0% EC20 calcium, 100% full calcium; 340,000 tested, 0.24% active; P19429+P45379; activation, % at 7.2 µM;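 active = activation above the mean over all tested compounds plus 3 SD, cut at about 30% in these data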;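 also: rise in fluorescence read as greater calcium sensitivity of cardiac thin filaments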
OPRM1-OPRD1 ag = agonists of human mu-delta opioid receptor heterodimerization; AID 504326; activation, % at 9.3 µM; 340,000 tested, 0.3% active; cells, OPRM1-OPRD1 heterodimerization, luminescence; P35372+P41143; in the data active = activation above about 18%;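 also: 0% = vehicle-treated cells and 100% = reference agonist; values of inactives mirror those of a sister screen read the other way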
Starred values were filed as active, the others as inactive; ? = inconclusive; / = not tested or not shown. Compounds were not picked by outcome; about 3.1% have a hit in one of these screens.

Each structure is followed by: C-LANA FP | cardiac RTF act | Pemphigus Ab inh | OPRM1-OPRD1 ag | V-ATPase pH | Arrestin-AP2 inh | Cardiac RTF inh | MOR-DOR inv ag | Wnt act | Keap1 Nrf2 FP
- CC(C)=N/N=C(/c1ccc([N+](=O)[O-])cc1)C12CN3CN(CN(C3)C1)C2
  -0.8 | -1 | 86 | -1.0 | 3 | 5 | 6 | 5 | -2 | -7
- CCCn1c(=O)c(C(=O)NNS(=O)(=O)c2ccc(Cl)cc2)c(O)c2ccccc21
  -0.1 | -6 | 124 | 2.7 | -1 | 1 | -10 | -14 | / | 0
- CCc1nnc(SCC(=O)Nc2ccc(F)cc2)o1
  -0.8 | 3 | 105 | -3.4 | -4 | -5 | 0 | 18 | 3 | -4
- Cc1ccccc1C1c2[nH]c3ccccc3c2CCN1C(=O)c1ccc(=O)n(C)n1 (centres undefined)
  2.5 | -3 | 89 | 0.2 | -1 | -1 | -17 | -2 | 0 | -2
- COc1ccccc1C1(CCNC(C)c2cccs2)CCOC(C(C)C)C1 (centres undefined)
  / | / | 92 | / | -1 | 38 | / | / | 2 | /
- COc1cccc(C(C(=O)NCC2CCCO2)N(CC2CCCO2)C(=O)CN2C(=O)c3ccccc3S2(=O)=O)c1 (centres undefined)
  -1.3 | -2 | 95 | -2.4 | -1 | 13 | 1 | 13 | -1 | -3
- CCn1c(SCC(=O)NCCc2ccccc2)nc2sc3c(c2c1=O)CCN(C)C3
  0.5 | 2 | / | -0.9 | -3 | 1 | -3 | 5 | -2 | -2
- Nc1nc(-c2ccccc2)cc(-c2ccccc2O)n1
  -0.4 | -1 | 105 | 2.0 | 0 | 9 | 5 | -12 | / | -4
- COc1ccc(-c2nc3ccccc3nc2-c2ccccc2)cc1OC
  -0.9 | -5 | 108 | -1.7 | -1 | 7 | 9 | 8 | 1 | -4
- CCOC(=O)C1CCN(C(=O)c2c(-c3c(Cl)cccc3Cl)noc2C)CC1
  -1.6 | -4 | / | -1.8 | 0 | 0 | -4 | 8 | -1 | -5
- C#CCOCCOCCOCCNc1nc(N2CCN(C(=O)[C@H]([C@@H](C)O)n3cc(CCCCN)nn3)CC2)nc(N2CCN(C(=O)[C@H]([C@@H](C)CC)n3cc(CCCN=C(N)N)nn3)CC2)n1
  2.2 | 10 | 110 | -2.4 | 1 | 2 | 1 | 13 | -2 | -13
- CCCn1c2ccccc2c2nnc(SC(CC)C(=O)Nc3cc(C)on3)nc21 (centres undefined)
  0.3 | -3 | 119 | -1.9 | 4 | 3 | -9 | 11 | / | -2
- CN1CCN(C(=O)c2ccc(Oc3ccc([N+](=O)[O-])cc3)cc2)CC1
  0.3 | 1 | 105 | -2.5 | -3 | -51 | -16 | 13 | -2 | 0
- O=C(c1ccc2ccccc2c1)N1CCN(Cc2ccccc2)CC1
  1.1 | 3 | 111 | 2.0 | -1 | 4 | -13 | -10 | 9 | -3
- COc1cc(CC(=O)OCC(=O)Nc2cccc([N+](=O)[O-])c2)cc(OC)c1OC
  0.3 | -5 | 103 | -1.8 | 0 | 3 | 4 | 10 | -4 | 1

Other structures:
Each structure is followed by: C-LANA FP | cardiac RTF act | Pemphigus Ab inh | OPRM1-OPRD1 ag | V-ATPase pH | Arrestin-AP2 inh | Cardiac RTF inh | MOR-DOR inv ag | Wnt act | Keap1 Nrf2 FP
- CC1CCN(S(=O)(=O)N2CCC(C(=O)NCCc3ccccc3)CC2)CC1
  1.3 | 2 | 96 | -0.4 | -2 | -2 | 1 | 2 | 1 | 1
- O=C(CN1CCCCC1)Nc1cccc2c1OCO2
  3.0 | -1 | 104 | -1.1 | 5 | 21 | -10 | 6 | / | -2
- COC(=O)c1c(NC(=O)CSc2nnc(-c3ccco3)n2C)sc(C)c1C
  0.8 | 6 | 84 | -3.1 | 4 | 7 | 0 | 17 | 3 | -2
- O=C(N/N=C\c1cc(Br)cs1)c1ccncc1
  0.1 | 5 | / | -1.5 | -1 | -10 | -3 | 8 | -2 | 3
- COc1ccccc1Nc1ccc(Nc2ccccc2OC)nn1
  2.4 | -6 | 99 | 0.7 | 5 | 2 | -2 | -4 | 22 | -5
- Cc1ccc(CCN2CC(C(=O)NCc3cccnc3)CC2=O)cc1 (centres undefined)
  -0.8 | 2 | 96 | -2.4 | 3 | 24 | -3 | 13 | 0 | 1
- O=C(Nc1ccc(Oc2cccc(C(F)(F)F)c2)nc1)c1ccco1
  -0.1 | 3 | 114 | 1.3 | 10 | -27 | -5 | -7 | -4 | 1
- CCOc1ccc(CNn2cnnc2)cc1
  4.0 | -7 | 114 | -1.4 | 0 | 8 | -5 | 7 | 0 | 1
- COc1ccc(OC)c(NC(=O)c2ccc(CN(c3cc(Cl)ccc3C)S(=O)(=O)c3ccccc3)cc2)c1
  0.7 | 1 | 90 | -1.3 | 3 | 82* | -2 | 7 | / | 0
- CC1CCN(c2c(NCc3ccc(C(=O)N4c5ccccc5CC4C)cc3)c(=O)c2=O)CC1 (centres undefined)
  1.9 | 3 | 98 | 0.1 | 0 | 1 | -11 | -1 | -3 | 4
- O=C1C=C(NCc2ccccc2)c2ccccc2C1=O
  1.4 | 0 | 99 | 14 | -1 | 7 | -1 | -70 | 13 | -10
- CC(=O)c1ccc(N2Cc3ccccc3C2=NC(=O)c2cccs2)cc1
  1.7 | 0 | 82 | -3.0 | 1 | -1 | 5 | 15 | ? | -1
- CCOc1ccc(NC(=O)NC2CCS(=O)(=O)C2)cc1 (centres undefined)
  -1.1 | 1 | 112 | -3.1 | 1 | -4 | -22 | 17 | -2 | -3
- Cc1ccc(S(=O)(=O)N(Cc2cc3ccc(C)cc3[nH]c2=O)c2ccccc2)cc1
  0.4 | 5 | 99 | 0.9 | 6 | 6 | -13 | -4 | ? | -5
- O=C(Nc1ccccc1)C(Cc1ccccc1)NC(=O)C12CC3CC(CC(C3)C1)C2 (centres undefined)
  -0.2 | 3 | 96 | -1.1 | 1 | 7 | -11 | 6 | -2 | 3

(list continues)
Each structure is followed by: C-LANA FP | cardiac RTF act | Pemphigus Ab inh | OPRM1-OPRD1 ag | V-ATPase pH | Arrestin-AP2 inh | Cardiac RTF inh | MOR-DOR inv ag | Wnt act | Keap1 Nrf2 FP
- O=C(NCCc1ccc(Cl)cc1)C1CCCN(S(=O)(=O)c2cnc[nH]2)C1 (centres undefined)
  8.7 | 8 | 117 | 0.5 | 3 | 2 | -2 | -2 | -1 | 1
- CC(=O)NC(Cc1cccc(C)c1)C(=O)NC1CCN(c2ncccc2[N+](=O)[O-])CC1 (centres undefined)
  -1.8 | 4 | 90 | -2.5 | 4 | -6 | -7 | 13 | 0 | 4
- Cn1c(NC(=S)Nc2ccccc2)nc2ccccc21
  0.3 | 1 | / | 2.9 | 11 | 34 | 2 | -15 | 41* | -1
- C#CCOCCOCCOCCNc1nc(N2CCN(C(=O)[C@H](CCCN=C(N)N)n3cc(C(N)[C@@H](C)CC)nn3)CC2)nc(N2CCN(C(=O)[C@H](CCC(=O)O)n3cc([C@@H](N)[C@H](C)CC)nn3)CC2)n1 (some centres undefined)
  -0.5 | 3 | 105 | -1.3 | -1 | 6 | 2 | 6 | -3 | -2
- COc1ccc(O)c(-c2cc(-c3cccs3)[nH]n2)c1
  -1.4 | -6 | 109 | 2.4 | 1 | 11 | -8 | -10 | 0 | 4
- CCN(C(=O)COC(=O)c1c(NC(C)=O)sc(C)c1C)c1c(N)n(Cc2ccccc2)c(=O)[nH]c1=O
  -2.3 | 4 | 95 | -1.3 | 0 | 17 | -6 | 5 | 4 | 1
- O=C(Nc1scc(-c2cccs2)c1C(=O)O)c1cccs1
  -2.0 | -3 | 104 | -0.6 | -1 | 28 | -4 | 4 | / | 2
- Cc1cccc(N2CCN(C(=O)c3ccc4[nH]c(C)c(C)c4c3)CC2)c1C
  0.2 | -6 | 116 | 1.7 | 0 | 40 | 3 | -9 | -7 | -3
- COc1ccccc1OCc1nc(C#N)c(N2CC(C)CC(C)C2)o1 (centres undefined)
  -0.9 | -5 | 97 | -2.3 | 2 | -4 | 0 | 12 | -3 | 1
- CCC1Sc2ccc(S(=O)(=O)CCC(=O)Nc3cc(C)ccn3)cc2NC1=O (centres undefined)
  -0.2 | -4 | 95 | -1.6 | -4 | 9 | -2 | 8 | 4 | 0
- COc1cccc(NC(=O)C(=O)NCCC2CCCCN2S(=O)(=O)c2cccs2)c1 (centres undefined)
  -1.0 | -5 | 108 | 0.2 | -1 | 33 | -1 | -2 | 39* | -2
- Cc1ccc([C@@H]2[C@@H]3C(=O)N(C)C(=O)[C@@H]3[C@@H]3C(=O)Nc4ccccc4C(=O)N23)cc1
  -2.6 | -1 | 107 | -0.7 | -9 | 8 | -5 | 4 | 2 | 8
- CCOc1ccc(CCNS(=O)(=O)c2cc3c(cc2C)NC(=O)CO3)cc1OCC
  0.6 | 1 | 110 | -1.2 | 0 | 8 | -2 | 6 | 0 | -5
- COc1ccccc1CN(Cc1cc2cc(C)cc(C)c2[nH]c1=O)Cc1nnnn1CC1CCCO1 (centres undefined)
  1.2 | 10 | 106 | -0.1 | -4 | 1 | 1 | 1 | -4 | -5
- CN1CCCN(C(c2ccccc2)c2ccc(Cl)cc2)CC1 (centres undefined)
  3.1 | 2 | 94 | 0.2 | -2 | 6 | 9 | -1 | -2 | 0

New compounds follow:
Each structure is followed by: C-LANA FP | cardiac RTF act | Pemphigus Ab inh | OPRM1-OPRD1 ag | V-ATPase pH | Arrestin-AP2 inh | Cardiac RTF inh | MOR-DOR inv ag | Wnt act | Keap1 Nrf2 FP
- COc1ccc(NC(=O)CSc2ccc(-c3cccnc3)nn2)cc1
  0.1 | -2 | 91 | 0.4 | -6 | 20 | 1 | -2 | -1 | 2
- CN(C)c1ccc(C(=O)N/N=C/c2cc(Br)cc(Br)c2O)cc1
  / | / | 100 | / | -11 | 7 | / | / | 28 | /
- Nc1c(C(=O)N/N=C/c2ccccc2Cl)oc2nc(-c3ccccc3)cc(-c3ccco3)c12
  0.5 | / | 92 | / | -80 | 14 | / | / | 4 | -8
- O=C(c1ccc(Cl)c(S(=O)(=O)N2CCOCC2)c1)N1CCN(c2ccccc2)CC1
  1.3 | -4 | 115 | -3.3 | 0 | -29 | -7 | 18 | 0 | 3
- COc1cc(OC)cc(C(=O)NCCCNC(=O)c2cccnc2)c1
  -1.1 | -5 | / | -0.7 | 0 | 4 | 6 | 5 | 0 | -8
- COc1ccc(CN(C)CC(=O)Nc2c(C)cccc2C)c(OC)c1
  -0.8 | 7 | 122 | -0.2 | -1 | 2 | -3 | 1 | 0 | -5
- CC(=O)NC(c1cc(Cl)c2cccnc2c1O)C1CC1 (centres undefined)
  -0.6 | -2 | 104 | -0.5 | 2 | 9 | -3 | 3 | 16 | -6
- CC1CCN(c2ccc(C(=O)O)cc2NS(=O)(=O)c2ccc(Br)cc2)CC1
  -0.4 | -2 | 128 | -2.3 | 0 | 12 | -4 | 12 | -3 | -3
- Cc1ccnc(NC(=O)c2cc(-c3ccc(Cl)s3)nc3ccccc23)c1
  0.5 | 3 | 103 | 4.7 | -1 | -4 | -4 | -25 | 0 | -6
